JMJD2A Tudor = JMJD2A Tudor domain (human) inhibition; O75164; AlphaScreen JMJD2A-Tudor / H3K4me3 peptide binding; Potency, µM (top dose mostly 114 µM), inactives show top-dose activity change, negative = inhibition, hits mostly inhibitors; actives 4.4% (n = 390,000); further: potency means the concentration at half of the fitted maximal effect; on the % scale 0 is the no-effect control and ±100 the full control effect; nearly all actives have a fitted effect of over 50% in size
HP1b chromo inh = inhibitors of HP1-beta chromodomain binding to methylated histone tails. Potency, µM (top dose mostly 114 µM), for the others: at the highest dose activity change, negative = inhibition, usual class: inhibitors. P83916. actives 0.56% (n = 390,000). AlphaScreen HP1-beta / biotin-H3K9me3 peptide binding; further: potency means the concentration at half of the fitted maximal effect; nearly all actives have a fitted effect of over 70% in size; inactives centre near 23
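AlphaScreen: HP1-beta (50 nM) preformed 30 min with biotin-H3(1-18)K9me3 peptide (50 nM) in PBS pH 7.4, 0.01% Tween-20. Compound added for 30 min at RT, then streptavidin donor/nickel chelate acceptor beads (10 ug/mL) for 30 min.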
POLH inh = inhibitors of human DNA polymerase eta; AID 588591; actives 1.2% (n = 390,000); recombinant Pol eta, fluorescent DNA replication assay; Potency, µM (highest dose often 114 µM), for inactives: at the highest dose activity change, negative = inhibition, usual class: inhibitors; further: potency means the concentration at half of the fitted maximal effect; on the % scale 0 is the no-effect control and ±100 the full control effect
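Pol eta (10 nM) was preincubated with compounds for 15 min at room temperature, after which fluorescent replication substrate (50 nM final) was added to start the reaction. Fluorescence was read kinetically at 0 and 10 min.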
BAZ2B block = blocks human BAZ2B | AlphaScreen BAZ2B-H3K14Ac peptide displacement | Potency, µM (top dose mostly 114 µM), for the others: top-dose activity change, negative = inhibition, most hits filed as inhibitors | actives 4.4% (n = 360,000); further: potency means the concentration at half of the fitted maximal effect; on the % scale 0 is the no-effect control and ±100 the full control effect; nearly all actives have a fitted effect of over 60% in size
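In this displacement format the biotinylated H3(5-23) peptide acetylated at Lys14 serves as ligand at 50 nM, with BAZ2B at 50 nM in PBS pH 7.4 containing 0.01% Tween-20. Donor and acceptor beads are 10 ug/mL final.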
Tb PGK inh = T. brucei PGK inhibition | PGK/GAPDH coupled, Kinase-Glo luminescence, 60 min | Potency, µM (highest dose often 57.5 µM), inactives show top-dose activity change, negative = inhibition, most hits filed as inhibitors | actives 0.043% (n = 380,000) | AID 602233; further: potency means the concentration at half of the fitted maximal effect; on the % scale 0 is the no-effect control and ±100 the full control effect; nearly all actives have a fitted effect of over 60% in size
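Recombinant glycosomal PGK reaction used 1,3-bisphosphoglycerate generated in-well by GAPDH (100nM final) in 100mM TEA pH 7.6, 5mM MgCl2, 0.01% Tween-20. After 60 minutes at room temperature, ATP was read by Kinase-Glo Plus luminescence end-point.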
GLS inhibitor = blocks human kidney-isoform glutaminase activity | O94925 | GLS enzymatic activity, qHTS titration | Potency, µM (highest dose often 45.5 µM), inactives show at the highest dose activity change, negative = inhibition, hits mostly inhibitors | actives 0.21% (n = 410,000) | AID 624170; further: potency means the concentration at half of the fitted maximal effect; on the % scale 0 is the no-effect control and ±100 the full control effect
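Two-point fluorescence kinetic (t0, 30 min RT) for hKGA; glutamate detected via glutamate oxidase–HRP–Amplex Red. Substrate: 1 mM L-glutamine solution; buffer 45 mM KH2PO4, pH 8.2.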
PI4K2A inh = blocks human PI4K2A kinase activity; activity change, negative = inhibition, % at 76.9 µM; Q9BTU6; actives 0.13% (n = 420,000); purified PI4K2A, ADP-Glo luminescence, 1 h; active compounds read low; in the data active means activity change below about -50%; inconclusive means mostly about -30% to -49%;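 further: -100% = wells without enzyme as full effect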
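In this quantitative HTS, ADP production by PI4K2A was quantified luminescently after 1 h at ambient temperature; 100 microM adenosine served as plate-quality control.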
G9a inh = inhibitors of human histone lysine methyltransferase G9a. G9a H3K9 monomethylation, AlphaScreen, 2 h. AID 504332. Q96KQ7. actives 8.8% (n = 350,000). Potency, µM (highest dose often 102 µM), for inactives: at the top dose activity, negative = inhibition, most hits filed as inhibitors; further: potency means the concentration at half of the fitted maximal effect; on the % scale 0 is the no-effect control and ±100 the full control effect; nearly all actives have a fitted effect of over 75% in size
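Chemiluminescent proximity detection of H3K9 monomethylation, read after 10 min bead incubation in the dark. Reaction: 20 nM G9a, 500 nM biotin-H3K9 peptide, 20 uM SAM cofactor, 2 h, room temperature, following 15 min enzyme-compound preincubation.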
Pin1 inh = inhibitors of human Pin1. Q13526. Pin1 FP peptide displacement, HiFluor488, 10 min. Potency, µM (top dose mostly 115 µM), inactives show top-dose activity, negative = inhibition, most hits filed as inhibitors. actives 0.009% (n = 390,000). AID 504891; active means well fitted inhibition curve with a large enough effect in the polarisation, with a control signal flat, not every such curve was filed as active; inconclusive means small, poorly fitted or top-dose-only effect, or effect the other way, or a change in a side signal; inactive means no such curve, though single readings can be large or run the other way; the % refers to the polarisation; further: potency means the concentration at half of the fitted maximal effect; on the % scale 0 is the no-effect control and ±100 the full control effect
Numbers without * were called inactive; i = inactive; u = inconclusive; x = no result given; & = joins results of further samples; [ ] = dose if it differs, or a comment. Unless noted, the call rests on the fitted dose curve; in most records, active means well fitted curve in the direction sought with a large enough effect; inconclusive means small, poorly fitted or top-dose-only effect, or another doubt; inactive means no such curve, though single readings can be large; an effect the other way counts as inactive or inconclusive. This is a subset; rates above refer to the full screens.

PI4K2A inh,POLH inh,BAZ2B block,JMJD2A Tudor,Tb PGK inh,Compound,G9a inh,Pin1 inh,GLS inhibitor,HP1b chromo inh
-2,5%,-12%,-19%,-2%,COc1ccc(CCN(Cc2cc3cccc(C)c3[nH]c2=O)C(=O)N2CCCC2)cc1OC,-37%[12.7 µM],u,10%,52%[activator]
5,-8%,u,-19%,-6%,O=C(NCCCN1CCCC1)C1CCN(C(=O)c2cc3sccc3n2Cc2ccc(F)cc2)CC1,50µM*,0%,-1%,16%
-5,-4%,-11%,-17%,i,COc1ccccc1CCC(=O)Nc1cccc(S(=O)(=O)N2CCCC2)c1,17%,2%,3%,20%
-2,-3%,1%,-16%,i,COc1ccc(NC(=O)C2CCN(S(=O)(=O)c3ccc4c(c3)NC(=O)C(C)S4)CC2)cc1 (stereo not drawn),22%,-8%,3%,28%
0,1%,40µM*,u,-1%,COC(=O)CCC(=O)Nc1ccc(N=Nc2ccccc2)cc1,10µM*,-16%,6%,6%
3,-5%,1%,-11%,-1%,COc1ccc(OC)c(CN2CCN(C(=O)CCNC(=O)c3ccc(Br)cc3)CC2)c1,-49%,1%,6%,-1%
1,-25%,3%,10%,-2%,Cc1noc(C)c1COc1cccc(C(=O)OC(C)C#N)c1 (stereo not drawn),6%,3%,-1%,23%
0,-12%,0%,-5%,-6%,CCOC(=O)C1C(=O)N(C(=O)c2ccc(OC)cc2)CC1c1ccccc1 (stereo not drawn),3%[59 µM],-11%,1%,24%
2,u,5%,-14%,x,CN=C1SC(CC(=O)Nc2ccc(C(=O)O)cc2)C(=O)N1C (stereo not drawn),-13%[12.7 µM],-2%,-8%,18%
0,-2%,-2%,-12%,-1%,Cc1ccsc1CNn1cnnc1SCc1ccc(Cl)cc1,-2%[59 µM],-2%,-7%,31%[activator]
-5,-6%,x,-3%,-7%,CCOc1ccc(C(=O)OCC(=O)Nc2cc(S(=O)(=O)N3CCOCC3)ccc2N2CCOCC2)cc1,x,0%,-3%,58%[activator]
12,-20%,2%,-21%,0%,COc1ccccc1N1CCN(C(=O)CCC(=O)Nc2nnc(CC(C)C)s2)CC1,-8%,-2%,17%,23%
2,-5%,7%,-17%,-9%,CCOC(=O)c1ccc(COC(=O)c2ccc3c(c2)-c2ccccc2C3=O)cc1,0%[59 µM],-1%,-3%,24%
3,-17%,1%,-23%,9%,COc1cccc(OC)c1CN1CCCC(C(=O)c2ccccc2SC)C1 (stereo not drawn),-6%,1%,0%,37%
8,-7%,1%,-2%,0%,CN(C(N)=S)c1ccccc1,16%[59 µM],-5%,6%,15%
-16,-12%,7%,-19%,i,CC(=O)NCC(=O)NC(C(=O)Nc1ccc2c(c1)OCCO2)c1ccc(C)cc1 (stereo not drawn),-2%[12.7 µM],-4%,-5%,37%
-6,-5%,12%,-13%,-7%,O=C(Cc1ccc(Cl)cc1Cl)OCC(=O)c1ccc[nH]1,14%,0%,-2%,26%
6,-8%,-17%,3%,i,O=C(CSc1nc(N2CCOCC2)nc(N2CCOCC2)n1)Nc1ccc(Cl)cc1Cl,0%,4%,0%,38%
0,0%,x,x,-3%,COc1cc(OC)cc(C(=O)OCC(=O)NC2CCCCCCC2)c1,x,x,1%,x
-1,-14%,-3%,-19%,13%,Cc1ccc(NC(=O)CN2CCN(S(=O)(=O)c3ccc(F)cc3)CC2)cc1C,-4%[12.7 µM],-5%,9%,9%
4,-17%,-1%,u,i,Cc1cc(OC(C)C(=O)N2CCC(c3nc4ccccc4o3)CC2)ccc1Cl (stereo not drawn),-1%[59 µM],5%,4%,34%[activator]
-6,-16%,-25%,-11%,-4%,O=C(NCc1nnc(SCC(=O)N2CCN(c3ccccc3)CC2)o1)c1ccc(F)cc1,79µM*,2%,12%,63%[activator]
2,-24%,x,-5%,1%,CCCn1c(N)c(C(=O)CSc2nnc(-c3c[nH]c4ccccc34)n2C2CC2)c(=O)[nH]c1=O,x,6%,-4%,29%
-2,11%,-16%,2%,8%,Cc1ccc(NC(=O)Cn2c(=O)n(Cc3nc(C)no3)c(=O)c3cc4c(cc32)OCO4)c(C)c1,5%[59 µM],3%,-1%,40%[activator]
0,-6%,11%,-4%,i,CCOc1cc(/C=N/NC(=O)Cn2nc([N+](=O)[O-])cc2C)cc(Br)c1OCc1ccccc1F,27%[59 µM],-2%,u,48%
8,-13%,7%,-26%,-10%,CCOc1ccc(NC(=O)C(C)Oc2ccc(C#N)cc2)cc1S(=O)(=O)N1CCCC1 (stereo not drawn),-8%[12.7 µM],-9%,-3%,16%
-55*,-9%,2%,3%[57.1 µM],u,CCCCN(C)C(=O)c1cc2cc3ccc(OC)cc3nc2s1,3%[59 µM],2%,-8%,52%[activator]
2,0%,x,-9%,i,CNC(=S)NCc1ccc(Cl)cc1,x,-1%,-7%,24%
-3,-1%,x,u,-7%,O=[N+]([O-])c1ccccc1S(=O)(=O)N1CCN(Cc2cc3c(cc2O)OCO3)CC1,2.5µM*,-2%,23%,-5%
-2,-14%,u,u,1%,Clc1ccccc1/C=N/c1cc(-c2ccccc2)nn1-c1ccccc1,-6%[0.0925 µM],-3%,95%[activator],-35%
3,-13%,-20%,u,-9%,COc1ccc(-c2oc3ncnc(NCCCN(C)C)c3c2-c2ccc(OC)cc2)cc1,-7%,2%,6%,15%
1&-1,-13%&-4%,11%,-3%&7%,4%&-9%,CCCCN(CC)CCNC(=O)C1CCN(S(=O)(=O)c2cccc3nsnc23)CC1,9%,-3%&3%,6%&-2%,28%&69%

Profiles from above. Screens in order: PI4K2A inh, POLH inh, BAZ2B block, JMJD2A Tudor, Tb PGK inh, G9a inh, Pin1 inh, GLS inhibitor, HP1b chromo inh
CC(=O)NCC(=O)NC(C(=O)Nc1ccc2c(c1)OCCO2)c1ccc(C)cc1 (stereo not drawn) across the screens: -16, -12%, 7%, -19%, i, -2%[12.7 µM], -4%, -5%, 37%
Cc1ccc(NC(=O)Cn2c(=O)n(Cc3nc(C)no3)c(=O)c3cc4c(cc32)OCO4)c(C)c1 across the screens: -2, 11%, -16%, 2%, 8%, 5%[59 µM], 3%, -1%, 40%[activator]
O=C(Cc1ccc(Cl)cc1Cl)OCC(=O)c1ccc[nH]1 across the screens: -6, -5%, 12%, -13%, -7%, 14%, 0%, -2%, 26%

Other results follow.
PI4K2A inh,POLH inh,BAZ2B block,JMJD2A Tudor,Tb PGK inh,Compound,G9a inh,Pin1 inh,GLS inhibitor,HP1b chromo inh
-3,-14%,0%,-15%,12%,Cc1ccc(C)c(N2CCN(C(=O)C3CCN(c4nc(-c5ccc(C(C)C)cc5)no4)CC3)CC2)c1,6%[59 µM],10%,5%,16%[57 µM]
4,-26%,-2%,-16%,3%,Fc1ccc(C(c2nnnn2C2CCCC2)N2CCN(Cc3ccccc3)CC2)cc1 (stereo not drawn),u,2%,0%,25%
-4,-3%,0%,-8%,i,Cc1ccc(CNC(=O)c2c(-c3ccccc3Cl)noc2C)o1,-4%[59 µM],2%,-3%,31%[57 µM]
-2,-17%,x,-35%,-3%,C[C@]12c3[nH]c4ccccc4c3CCN1C(=O)C(CC(=O)NCCC1=CCCCC1)C[C@@H]2C(=O)N1CCCCC1 (stereo partly drawn),x,-4%,4%,10%
6,-4%,3%,-8%,-5%,O=C(O)c1ccc(-n2nc(-c3ccccc3)c3ccccc3c2=O)cc1,2%,4%,1%,16%
-3,-12%,-4%,-3%,0%,Cc1ccc(CNC(=O)CCNC(=O)Cn2ccc3ccccc3c2=O)o1,-8%[2.33 µM],3%,x,40%[activator]
2,-3%,-23%,-5%,i,Nc1nnc(SCC(=O)N2CCCCC2)s1,51%[activator],-7%,-5%,23%
0,-13%,-13%,16%,-3%,Cc1nn(-c2ncc(C(F)(F)F)cc2Cl)c(=O)n1-c1ccccc1F,4%,-2%,-11%,22%
1,-8%,-2%,-13%,-5%,Cc1nc2cc(NC(=O)Nc3ccc(Br)cc3)ccc2o1,14%,0%,2%,23%
-8,5%,-29%,-22%,-3%,Cn1c(=O)n(C)c2cc(S(=O)(=O)NCc3ccccc3)ccc21,-23%,1%,8%,5%
-9,-5%,-24%,u,-2%,CCOC(=O)c1sc(NC(=O)c2cccc(S(=O)(=O)N3CCN(C)CC3)c2)cc1C,2%[59 µM],-1%,1%,4%
-1,-2%,4%,-8%,-3%,O=C(NNC(=O)c1cccnc1)NC1CCCCC1,-24%,1%,-3%,24%
-5,-17%,-9%,u,i,CCN1CCc2c(OCC(=O)N3N=C(c4cccs4)CC3c3ccc(F)cc3)cccc2C1=O (stereo not drawn),-13%,55%[activator],-14%,9%
-4,u,u,-32%,-7%,CCOc1ccc(C(=O)NCc2ccco2)cc1,5%[59 µM],-14%,-15%,12%
1,-7%,x,-1%,-1%,NC(=O)C1(Nc2ccccc2Cl)CCCC1,x,-8%,8%,12%
-2,-6%,9%,6%,-2%,CN(C)S(=O)(=O)c1cccc(COC(=O)c2ccc3c(c2)OCO3)c1,6%,0%,-14%,56%[activator]
-10,u,111%[activator],43%[activator],0%,O=C(/C=C/Sc1ccccc1)c1ccccc1,3%[59 µM],5%,u,125%[activator]
3,2%,4%,-21%,-6%,Cc1ccc(C(c2nnnn2C2CCCCC2)N2CCN3CCCC3C2)cc1 (stereo not drawn),4%[12.7 µM],3%,22%,17%
2,-18%,u,u,-10%,COC(=O)c1c(C(=O)OC)c(-c2ccc(C)cc2)n2c1CCC2,u,9%,4%,0%
-5,-12%,9%,-2%,-1%,Cc1ccccc1N(CC(=O)N1CCc2ccccc2C1)S(C)(=O)=O,12%,-6%,-1%,39%
-4,-15%,11%,-17%,1%,COc1ccc([C@H]2CC(=O)C=C(c3c(OC)cccc3OC)C2)cc1,-1%[0.501 µM],2%,4%,12%
3,-18%,6%,-20%,-5%,Cc1cccc(C(=O)O)c1[N+](=O)[O-],6%[0.501 µM],-4%,2%,18%
